Screens as filed in PubChem BioAssay.
Siah-1 displacement = Siah-1 peptide-binding antagonists, primary screen, biochemical, fluorescence polarization, rhodamine-plectin, uHTS (AID 1817); displacement, % at 20 µM; hits with a dose series show IC50 in µM; Siah-1 / rhodamine-plectin peptide fluorescence polarization; higher % means a stronger effect; hit rate 0.02% among 290,000;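 active = displacement of at least 50% at 20 µM, with a fluorescence ratio check between 0.3 and a set limit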;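 note: plate controls were Siah plus tracer with DMSO for no effect and tracer alone without Siah for full effect; strong numbers were not always called active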
NTR1 ag = NTR1-driven beta-arrestin-GFP spot formation – imaging, U2OS cells, high content, primary screen (AID 493036); activation, % at 20 µM; hit rate 0.17% among 330,000; P30989; agonist mode;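 active = activation at or above 40% of the spot to cytoplasm intensity ratio, with at least 20 cells analyzed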;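 note: 0% = DMSO without peptide and 100% = 100 nM NTR1 peptide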
Target sequence (P30989 whole entry, looked up): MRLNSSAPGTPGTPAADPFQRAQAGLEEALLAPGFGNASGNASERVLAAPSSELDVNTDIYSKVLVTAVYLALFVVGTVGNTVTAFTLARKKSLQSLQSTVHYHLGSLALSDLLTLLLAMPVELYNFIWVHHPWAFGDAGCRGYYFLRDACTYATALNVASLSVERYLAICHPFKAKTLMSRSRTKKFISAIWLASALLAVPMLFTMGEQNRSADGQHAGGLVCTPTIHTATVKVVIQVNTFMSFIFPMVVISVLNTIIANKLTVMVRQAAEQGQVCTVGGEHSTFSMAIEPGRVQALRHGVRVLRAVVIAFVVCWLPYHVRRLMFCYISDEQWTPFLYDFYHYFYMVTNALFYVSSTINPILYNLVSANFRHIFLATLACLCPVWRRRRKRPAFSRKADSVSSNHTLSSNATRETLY
Large T inhibition = TAg ATPase/helicase activity blockers – biochemical (AID 1903); SV40 large T antigen ATPase/helicase inhibition assay; higher % means a stronger effect; inhibition, % at 20 µM; hits with a dose series show IC50 in µM; hit rate 0.39% among 310,000; in the data active = a potency from the dose series; note: strong numbers were not always called active
MgcRacGAP inhibition = MgcRacGAP GTPase-activating activity inhibitors, confirmation, biochemical, ADP Hunter fluorescence. inhibition, % at 30 µM; hits with a dose series show IC50 in µM. MgcRacGAP-stimulated Rac1 GTP hydrolysis, ADP Hunter fluorescence; higher % means a stronger effect; GST-tagged Rac1 F28L mutant substrate. AID 624330. hit rate 0.6% among 340,000;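 active = first-screen hits whose inhibition reached a set limit at any dose in the follow-up dose series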;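 note: fluorescence reports GDP produced by GAP-driven GTP hydrolysis; strong numbers were not always called active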
West Nile antiviral = West Nile virus antiviral activity, cell-based, CPE readout (AID 1621). West Nile virus-infected cells, CPE inhibition; higher % means a stronger effect. one-dose CPE inhibition, % at 10 µM; IC50 in µM for titrated hits. hit rate 0.02% among 290,000; in the data active = a potency from the dose series; note: strong numbers were not always called active
NS5 inhibitors = Dengue-2 NS5 methyltransferase inhibitors, primary screen, biochemical, confirmation dose response (AID 588689); hit rate 0.3% among 340,000; Dengue-2 NS5 methyltransferase capping enzyme assay, biochemical; higher % means a stronger effect; inhibition, % at 25 µM; hits with a dose series show IC50 in µM; in the data active = a potency from the dose series
UTI89 phage lysis = protection from phage-mediated lysis, alamar blue read-out – E. coli UTI89, K1F phage, bacterial capsule biogenesis inhibitors (AID 488966); hit rate 0.02% among 340,000; E. coli UTI89 K1F phage lysis, alamar blue, 2 h; higher % means a stronger effect; one-dose inhibition, % at 100 µM; IC50 in µM for titrated hits;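 active = phage lysis inhibition, versus mean bacterial control, above a set limit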;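 note: capsule biogenesis inhibitors block K1F phage lysis so surviving cells raise fluorescence; higher fluorescence means more inhibition of phage lysis; actives were called in the ten point dose series up to 300 µM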
RSV CPE inhibition = inhibition of RSV-induced cytopathic effect – HEp-2 cells, primary 10 µM value included (AID 2391) | HEp-2 cells, RSV-induced CPE inhibition; higher % means a stronger effect | CPE inhibition, % at 10 µM, or IC50 in µM where a hit was titrated | hit rate 0.13% among 310,000; in the data active = a potency from the dose series; note: strong numbers were not always called active
AID2073 = disruptors of CaV2.2 binding to Mint1 – biochemical, HTRF (AID 2073); hit rate 0.19% among 290,000; HTRF protein-protein interaction, Mint1-CaV2.2; higher % means a stronger effect; inhibition, % at 20 µM; hits with a dose series show IC50 in µM; in the data active = inhibition mostly above about 51%, no sharp cut-off; note: some results filed as inactive read as strong as hits
NTR1 ag cell count 20 µM = second read-out of NTR1 ag, no call of its own (marks repeat the call); cell count; measured here: cell count, cytotoxicity flag
NS5 inhibitors pilot replicate = also measured in NS5 inhibitors; calls as there; inhibition, %; measured here: pilot screen replicate inhibition
* = called active by the depositor; i = inactive; x = not tested or not shown; [ ] = another dose, or the depositor's remark. Compounds were not picked by outcome; about 1.6% have a hit in one of these screens.

SMILES | Siah-1 displacement | NTR1 ag | NTR1 ag cell count 20 µM | Large T inhibition | MgcRacGAP inhibition | West Nile antiviral | NS5 inhibitors | UTI89 phage lysis | RSV CPE inhibition | AID2073 | others
Cn1cccc1/C=N/NC(=O)Cc1ccccc1 | 2% | 1.6 | 55 | 8% | 11% | 0.2% | -3% | 0.7% | 1.4% | 4%
Cc1ccc(C(=O)N/C(=C\c2ccco2)C(=O)N2CCSCC2)cc1C | 0% | -1.1 | 89 | 0% | 5% | -0.9% | 6% | -0.1% | 0.8% | -10%
CSc1ccc(/C=C/C(=O)OCC(=O)N2CCN(S(=O)(=O)c3ccc(C)cc3C)CC2)cc1 | x | 1.6 | 67 | x | -2% | x | -6% | 0.5%[50 µM] | 1.0% | x
O=C(NCc1cccs1)c1cc(-c2ccccn2)nc2ccc(Br)cc12 | 5% | 5.6 | 59 | 6% | 2% | -0.2% | -1% | 0.1% | 2.1% | 22%
OC[C@@H]1CCCN1Cc1cn(-c2ccccc2)nc1-c1ccc2c(c1)OCO2 | 0% | -0.5 | 58 | 13% | -2% | -0.1% | -1% | -0.1% | -0.5% | 8%
CC(C(=O)NC1CCCCC1)N(Cc1ccc(F)cc1)C(=O)c1snc(C(N)=O)c1N (stereo unspecified) | 2% | 0.6 | 61 | 8% | 7% | -0.6% | -7% | 0.0% | 0.6% | 4%
CCC(=O)NC(c1cc(Cl)c2ccccc2c1O)C(C)C (stereo unspecified) | x | -0.1 | 55 | x | 11% | x | -4% | 0.5% | 0.6% | x
OCCCCNCc1ccc(OCc2ccc(Cl)cc2)cc1 | -4% | 0.6 | 46 | 1% | 4% | -0.5% | -2% | 4.5% | -1.6% | -14%
CSc1ccccc1NC(=O)COC(=O)c1ccccc1Cc1ccccc1 | 3% | 1.4 | 64 | 15% | 5% | -1.1% | -1% | 2.9% | 6.3% | 1%
Cc1cc(NC(=O)CN2CCCCC2)n(-c2ccccc2)n1 | -1% | 0.8 | 49 | 0% | x | 0.1% | x | x | -0.5% | 8%
CCN(CC)c1ccc(/C=N/NC(=O)CNC(=O)c2cccnc2)cc1 | 3% | 0.2 | 83 | 12% | 9% | -0.6% | -7% | 0.2% | 1.8% | 26%
CCc1nc2ccc(C(=O)NCCc3ccc(OC)cc3)cc2nc1CC | 0% | 2.6 | 71 | 5% | 11% | 0.0% | 8% | -0.1% | 6.3% | 8%
C=CCN1CN(S(=O)(=O)c2cccc(Cl)c2)c2nc3ccccc3nc21 | -1% | -0.1 | 45 | 17% | 11% | -0.1% | -10% | 0.4% | -0.2% | -6%
COc1ccc(NC(=O)c2cc([N+](=O)[O-])ccc2N2CCCCC2)cc1OC | x | 0.0 | 64 | x | 3% | x | -4% | -2.9% | x | x
O=C(C1CC1)N1CCc2cc(Br)cc(S(=O)(=O)NCC3COc4ccccc4O3)c21 (stereo unspecified) | -1% | 1.0 | 84 | 4% | 6% | -0.5% | -6% | -0.1% | 3.6% | 5%
CCOC(=O)c1cc(C#N)c(N2CCN(C)CC2)nc1-c1ccccc1 | 2% | 1.1 | 99 | 10% | 6% | -0.5% | 5% | 0.2% | -0.7% | -4%
c1ccc(CN2CCN(c3nc4ccccc4n4cnnc34)CC2)cc1 | -2% | 6.8 | 53 | 3% | 6% | -0.2% | 1% | 0.6% | 0.8% | 2%
COc1ccc(C(=O)O)cc1S(=O)(=O)NCCc1ccccn1 | -5% | 2.0 | 59 | 15% | -9% | 0.3% | 5% | 0.1% | 0.8% | 10%
CN=C(NC1CCCCC1)c1ccc(Cl)cc1 | -6% | -1.0 | 53 | 11% | 5% | -0.5% | -3% | 3.7% | 1.6% | 10%
OCCN=Cc1c(O)[nH]c2ccccc12 | -1% | -0.9 | 41 | 5% | 15% | -0.1% | -4% | 1.8% | 0.8% | -8%
COc1ccc(N(CC(=O)N2CCN(C)CC2)S(=O)(=O)c2cc(C)ccc2OC)cc1Cl | 12% | -1.7 | 53 | 6% | 6% | -0.4% | -2% | -0.1% | 1.1% | 6%
O=C(Nc1ccccc1-c1nc2ccccc2s1)c1ccco1 | 6% | 2.0 | 38 | 4% | -2% | 31% | 9% | 0.1% | 0.8% | -6%
COc1ccc(Cl)cc1NC(=O)CCc1nc(-c2ccccc2F)no1 | 19% | 3.0 | 66 | 9% | 11% | -0.6% | -17% | 0.1% | 9.5% | 7%
CCCCOc1ccc(C(=O)Nc2ccc(SC(F)F)cc2)cc1OC | 0% | 0.0 | 78 | 4% | 3% | -0.6% | -4% | 0.2% | 0.4% | 6%
COc1cc(OC)cc(C(=O)NNC(=O)CCNC(=O)c2ccc(Br)cc2)c1 | x | 1.3 | 61 | x | 7% | x | -4% | 0.0%[50 µM] | x | x
COCCNC(=S)NC12CC3CC(CC(C3)C1)C2 | -1% | 0.2 | 58 | 4% | 12% | -0.3% | 1% | 2.9% | 2.8% | -3%
O=C(NC1CCCCC1)C(c1cccnc1)N(C(=O)CCl)c1ccc(F)cc1 (stereo unspecified) | 0% | x | x | 24% | 5% | -1.1% | -4% | 0.4%[50 µM] | -0.9% | -6%
CC1=CC(=O)C(C(C)=Nc2ccccc2Cl)C(=O)O1 (stereo unspecified) | -2% | 0.5 | 60 | 7% | 8% | 0.6% | 5% | 0.1%[50 µM] | 2.4% | 1%
CC(C)CN(C(=O)c1nn(C)c(=O)c2ccccc12)c1nc2ccccc2s1 | 2% | 6.3 | 32 | 1% | -10% | -0.7% | -7% | -0.4% | 0.8% | 0%
O=C(Nc1cccc(O)c1)c1cc2nc(-c3ccccc3)cc(-c3ccccc3)n2n1 | 4% | 9.3 | 55 | 5% | 9% | -0.5% | 17% | 2.3%[50 µM] | 0.9% | 31%
COc1ccc(S(=O)(=O)Nc2cccc3ccc(O)cc23)cc1 | x | 0.3 | 48 | 35% | 4% | x | -9% | -2.0% | 1.4% | x
CC(C)c1ccccc1NC(=O)CSc1n[nH]c(=O)n1C1CC1 | x | 1.6 | 72 | x | 2% | x | -4% | 0.4%[50 µM] | 0.6% | x
Cc1ccc2c(c1)c1c(n2C)C(=O)CCC1 | -1% | 1.0 | 87 | 26% | 13% | -0.3% | 2% | 0.0% | 21% | 9%
CC1(C)Cc2c(sc(NC(=O)C(=O)N3CCOCC3)c2C(N)=O)CO1 | -6% | 0.4 | 68 | 8% | -11% | -0.1% | -6% | -0.1% | 1.4% | 3%
O=C(CCCn1c(=S)[nH]c2ccc(Br)cc2c1=O)N1CCN(c2ccccn2)CC1 | 5% | 6.3 | 93 | 1% | 9% | 0.1% | -8% | 0.6% | 44% | -18% | NS5 inhibitors pilot replicate=-6.1
O=C(CCc1ccccc1)OCC(=O)c1cccc([N+](=O)[O-])c1 | -2% | 0.9 | 58 | 2% | 4% | -0.4% | -1% | 0.4% | 1.1% | 14%
CCn1c(=O)n(CC)c2cc(N3CCCC3)c(NC(=O)c3ccc(OC)c(Br)c3)cc21 | 0% | 7.5 | 59 | 23% | 29% | 1.6% | -3% | -0.1% | 3.4% | 27%
CCOCCCNCc1ccc(OCc2ccccc2Cl)cc1 | 3% | -0.1 | 51 | 2% | 9% | -1.6% | -2% | 14% | -1.3% | -2%
Cc1ccc(S(=O)(=O)N2CCN(S(=O)(=O)N3CCOCC3)CC2)c(C)c1 | -2% | -0.1 | 68 | 6% | 15% | -0.7% | 5% | 0.3% | -0.2% | 0%
COc1ccc(S(=O)(=O)N2CCCC2C(=O)NCc2cccs2)cc1 (stereo unspecified) | -5% | 3.1 | 62 | 2% | 10% | -1.1% | -17% | -0.2% | 1.2% | -7%
Cc1cc(OCC(=O)N2CCN(c3ccccn3)CC2)c(C)cc1Br | 7% | -0.6 | 59 | 6% | 7% | -0.4% | -1% | 1.9%[50 µM] | 4.1% | 8%
CCCCOC(=O)CCc1n[nH]c(=O)[nH]c1=O | 2% | -0.4 | 49 | 9% | 4% | 0.1% | -6% | 1.7%[50 µM] | 0.7% | 2%
O=C(CNC(=S)N(CCCN1CCOCC1)Cc1cccs1)NC1CCCCC1 | 1% | 1.6 | 65 | -2% | 1% | -1.1% | -7% | -0.6% | -2.8% | -14%
CCc1nc2ccccc2c2nc3ccccc3n12 | 0% | 3.1 | 47 | -3% | 3% | 0.2% | -7% | -1.7% | 11% | 22%
O=[N+]([O-])c1ccc(OCCOc2ccccc2/C=N/n2cnnc2)cc1 | -2% | -0.5 | 101 | 4% | 2% | 0.0% | 2% | 0.1% | 2.6% | -1%
COc1ccc(CNC(=O)CCc2ccc(S(=O)(=O)N3CCCCCC3)cc2)cc1OC | x | -0.4 | 65 | x | -2% | x | 2% | 1.3%[50 µM] | x | x
CC(C(=O)c1ccc(-c2ccccc2)cc1)[n+]1cccc(NC(=O)c2ccccc2)c1 (stereo unspecified) | -3% | -1.4 | 39 | 11% | 13% | 0.6% | -1% | i | 1.1% | 8%
CCOC(=O)C(CSCC(=O)c1ccc(Cl)cc1)NC(=O)OC(C)(C)C (stereo unspecified) | 1% | 1.9 | 50 | -7% | 7% | 0.2% | 1% | -0.2% | 4.9% | -8%
N/C(=N\OC(=O)c1ccc(Cl)cc1)c1ccc(Cl)cc1 | 4% | -1.1 | 48 | 4% | 17% | -0.2% | -3% | 0.1% | 0.8% | 9%
Cc1cc(/C=c2\sc3nc4ccccc4n3c2=O)c(C)n1-c1ccc(C(=O)O)cc1 | 6% | x | x | 14% | 15% | 1.3% | -43% | -0.2% | x | 33%
O=C(COc1ccc(C(=S)N2CCOCC2)cc1Cl)Nc1ccccc1Cl | 4% | 2.2 | 37 | 12% | -21% | 0.7% | 2% | -1.5% | 3.0% | 15%
O=C(COC(=O)Cn1nnc2ccccc21)NC1CCCC1 | 3% | 1.8 | 42 | 6% | 9% | -0.1% | -3% | 0.2% | 0.4% | -2%
S=C(NCC1COc2ccccc2O1)Nc1ccc(Br)cc1 (stereo unspecified) | 4% | 6.9 | 49 | 9% | 12% | -0.6% | -2% | 7.8% | 5.1% | -12%
